# TNAP activation fold: human TNAP enzyme activators, primary screen, biochemical, luminescent, no phosphate acceptor, uHTS (AID 1001) | Alkaline phosphatase, tissue-nonspecific isozyme (Homo sapiens) | purified TNAP, luminescent activation assay, no phosphate acceptor; higher activation fold means a stronger effect | one-dose activation fold at 20 µM; EC50 in µM for titrated hits | actives 0.03% (n = 200,000); in the data active means activation fold from about 3, or a potency from the dose series; inactive means the rest, 99 in 100 with activation fold below about 1.6; further: many of its hits are not listed in these tables
# LYP inhibition: inhibitors of LYP phosphatase, biochemical, fluorescence intensity, uHTS (AID 1779). recombinant LYP phosphatase, fluorescence intensity; higher % means a stronger effect. one-dose inhibition, % at 11.5 µM; IC50 in µM for titrated hits. actives 0.054% (n = 290,000);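 further: plate controls were vehicle with enzyme for no effect and no enzyme for full effect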
# P. falciparum M17LAP: P. falciparum M17LAP inhibitors, primary screen, biochemical, fluorogenic H-Leu-NHMec substrate, 1536-well (AID 1619); recombinant M17LAP, H-Leu-NHMec fluorogenic kinetic assay; higher % means a stronger effect; one-dose inhibition, % at 30 µM; IC50 in µM for titrated hits; actives 0.38% (n = 220,000); Leucine aminopeptidase (Plasmodium falciparum (isolate 3D7));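 active means compound inhibiting the enzyme by more than half at any dose during confirmatory dose-response retesting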;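 further: plate controls were full reaction with DMSO carrier for no effect and no enzyme background for full effect; strong numbers were not always called active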
# XIAP displacement: XIAP antagonists, biochemical, IAP family, fluorescence polarization (AID 1018) | XIAP BIR domain, fluorescence polarization peptide displacement; higher % means a stronger effect | one-dose displacement, % at 20 µM; IC50 in µM for titrated hits | actives 0.007% (n = 200,000); in the data active means displacement above about 50%; further: a part of the inactive calls stands beside numbers as strong as those of hits
# CSM14.1 death rescue: rescue of cells from ER stress-induced death, primary screen, 384-well, CSM14.1, thapsigargin, ATP luminescence (AID 1222); CSM14.1 thapsigargin-induced death rescue, ATP luminescence; higher % means a stronger effect; one-dose cellular ATP content (survival), % at 20 µM; EC50 in µM for titrated hits; 190,000 tested, under 10 active;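 active means EC50 below 50 µM in the dose-response confirmation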;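 further: death triggered by thapsigargin at about 15 µM added after 2 h compound pretreatment; cell ATP read after overnight thapsigargin exposure of roughly 18 to 22 hours; normalized against plate controls of thapsigargin alone and 5% DMSO vehicle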
# P. falciparum M1AAP: P. falciparum M1AAP inhibitors, biochemical, fluorogenic H-Leu-NHMec substrate, 1536-well (AID 1445); inhibition, % at 30 µM, or IC50 in µM where a hit was titrated; actives 0.42% (n = 220,000); Aminopeptidase N (Plasmodium falciparum (isolate 3D7)); recombinant M1AAP, H-Leu-NHMec fluorogenic kinetic assay; higher % means a stronger effect;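 active means primary inhibition above the hit cutoff, then over 50% inhibition at one or more dose response concentrations, cut at about 23% in these data, passing the limit was not always enough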;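 further: plate controls were DMSO full reaction for no effect and no enzyme background for full effect; strong numbers were not always called active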
# Myeloid diff 2: induction of myeloid progenitor differentiation, primary screen, cell-based, flow cytometry, MLPCN library. actives 1% (n = 360,000). ER-HoxA9 myeloid progenitors, lysozyme-GFP differentiation. AID 624256, 2012. calls only at 10 µM;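 active means normalized GFP-positive differentiation at or above the plate's own cutoff, the solvent-only control mean plus 3 SD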;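 further: cells exposed to compound for four days before flow analysis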
# PMI inhibitors: inhibitors of human PMI, primary screen, biochemical, fluorescence intensity, coupled assay (AID 1209); purified PMI enzyme, coupled fluorescence intensity; higher % means a stronger effect; one-dose inhibition, % at 20 µM; IC50 in µM for titrated hits; actives 0.42% (n = 190,000);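 further: plate controls were DMSO vehicle for no effect and wells lacking substrate for full effect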
# human PMI inhibitors: human PMI inhibitors, high substrate, primary screen, biochemical, fluorescence intensity, high mannose 6-phosphate (AID 1220) | Mannose-6-phosphate isomerase (Homo sapiens) | recombinant PMI enzyme, coupled fluorescence intensity; higher % means a stronger effect | one-dose inhibition, % at 20 µM; IC50 in µM for titrated hits | actives 0.66% (n = 190,000)
# Myeloid diff 2 GFP+ MAC1+ %: also measured in Myeloid diff 2; calls as there; GFP+ MAC1+ double positive, %; measured here: differentiation confirmed by MAC1 staining
# Active calls of the source: *; i = inactive; . = not tested or not shown. Unless noted, no stated cut-off is given here; in the data, active means inhibition above about 50%; inactive means the rest.
SMILES,TNAP activation fold,LYP inhibition,P. falciparum M17LAP,XIAP displacement,CSM14.1 death rescue,P. falciparum M1AAP,Myeloid diff 2,Myeloid diff 2 GFP+ MAC1+ %,PMI inhibitors,human PMI inhibitors
COc1ccc(CC(=O)NCc2n[nH]c(=S)n2-c2cccc(C)c2)cc1,1,-2%,23%,-5.0%,0.9%,0%,i,0.5,-2%,-3%
COc1ccc(/C=N/NC(=O)c2[nH]nc3c2CCc2ccccc2-3)cc1OC,0.8,-1%,-8%,-6.1%,-3.5%,3%,i,0.1,1%,-2%
O=C(CCN1C(=O)S/C(=C\c2ccccc2)C1=O)Nc1ccc(S(=O)(=O)Nc2nccs2)cc1,1,2%,30%,-5.5%,-2.0%,34%,i,0.8,12%,8%
O=C(NCCN1CCOCC1)c1noc2c1CCc1ccccc1-2,1.1,-3%,13%,0.8%,-1.9%,-7%,i,1.5,13%,8%
Cn1c(-c2ccccc2)n[nH]c1=S,.,-1%,-6%,.,.,0%,i,0.2,.,.
COC(=O)c1cnc(Nc2cccc(C(F)(F)F)c2)c([N+](=O)[O-])c1,.,0%,1%,.,.,7%,i,0.3,.,.
O=C1CSC(c2ccc(F)cc2)N1c1nc2ccccc2s1 (stereo not drawn),1.1,0%,18%,-12%,1.2%,-5%,i,0.9,6%,2%
COc1ccc(CCNC(=O)COc2ncnc3ccccc23)cc1OC,1,-3%,-15%,-10%,-0.5%,3%,i,0.6,-5%,0%
Cc1ccc(C(=O)NNC(=S)NC(=O)COc2ccccc2)cc1,1,29%,17%,-2.5%,4.3%,2%,.,.,-4%,-17%
CS(=O)(=O)c1ccccc1-c1nc(-c2ccc([N+](=O)[O-])cc2)no1,1.1,4%,1%,-7.2%,-0.9%,1%,i,0.4,-14%,-5%
CCC(C)n1c(SCC(=O)/C(C#N)=C(\C)N)nc2ccccc2c1=O (stereo not drawn),1.1,-7%,16%,-4.5%,-4.2%,10%,i,0.8,5%,5%
Cc1ccc(S(=O)(=O)N2C(=O)C(c3ccccc3)SC2=Nc2ccccc2)cc1 (stereo not drawn),1.2,-3%,5%,0.1%,-0.3%,9%,i,0.3,38%,6%
NC(=S)NNc1cccc(Cl)c1,1.1,-9%,10%,-4.2%,0.3%,13%,i,0.5,2%,-14%
CCn1c(SCC(=O)Nc2ccccc2-c2ccccc2)nnc1-c1ccoc1C,1.1,-3%,7%,3.0%,4.5%,8%,i,0.8,-4%,8%
Cc1ccc(/C=N/NC(=S)NC2CCCCC2)o1,.,-4%,14%,.,.,8%,i,0.7,.,.
CC(C)(C)OC(=O)NCC(=O)Oc1cc2oc(=O)cc(-c3ccccc3)c2cc1Cl,1,-4%,0%,-2.0%,-1.6%,8%,i,0.3,-7%,6%
N/C(=N\N=C\c1ccco1)SC1CC(=O)N(c2ccc(C(=O)O)cc2)C1=O (stereo not drawn),1.1,2%,11%,-0.8%,0.7%,6%,i,0.2,-4%,0%
Clc1ccc(-c2nnc(-c3ccc(Br)o3)o2)c(Cl)c1,1.2,-2%,-2%,-2.8%,-2.2%,-2%,i,12,4%,9%
O=C1NCCCC1C(=O)N/N=C/c1ccc(Cl)cc1 (stereo not drawn),.,-4%,0%,.,.,3%,i,0.3,.,.
CCC(C)(C)NC(=O)C(c1ccccc1F)N(Cc1ccco1)C(=O)Cn1nnc2ccccc21 (stereo not drawn),1.1,-8%,2%,-0.6%,0.1%,-1%,i,0.7,1%,4%
Cc1ccc(C(C2=C(O)CC(C)(C)CC2=O)C2C(=O)CC(C)(C)CC2=O)o1 (stereo not drawn),1,-9%,4%,-2.4%,-0.5%,5%,i,1.3,-1%,2%
COC(=O)c1ccc(NC(=S)NCCCN2CCCC2=O)cc1,1.2,2%,-4%,0.7%,0.0%,4%,i,1.5,-1%,-3%
Cc1ccccc1OCC(=O)N1N=C(c2cccnc2)CC1(O)C(F)(F)F (stereo not drawn),1.1,-1%,-5%,-5.7%,-0.4%,-2%,i,0.3,18%,2%
CN1CCN(CCCNC(=O)Cn2ncc3c4ccccc4n(C)c3c2=O)CC1,1.1,3%,-2%,-1.6%,1.1%,4%,i,3.7,-4%,-7%
Cc1ncn(-c2ccc(C(=O)Oc3ccccc3)cn2)n1,1.1,-1%,-6%,-9.7%,.,10%,i,0.2,-2%,-2%
# New compounds follow:
SMILES,TNAP activation fold,LYP inhibition,P. falciparum M17LAP,XIAP displacement,CSM14.1 death rescue,P. falciparum M1AAP,Myeloid diff 2,Myeloid diff 2 GFP+ MAC1+ %,PMI inhibitors,human PMI inhibitors
COc1ccc(CCC(=O)Nc2nc3c(s2)CN(C)CC3)cc1OC,1.1,-7%,17%,-2.7%,-1.7%,7%,i,0.0,-1%,-1%
CC(C)(C)OC(=O)N1CCN(c2ccc(CNC(=O)c3ccc(Cl)cc3)cc2)CC1,1,8%,14%,-5.2%,-4.9%,4%,i,0.4,7%,2%
O=C(c1ccc2c(c1)OCO2)N1CCOCC1,1.1,-7%,9%,-3.6%,1.3%,-2%,i,4.7,-1%,-6%
CC(=O)Nc1ccc2nc(-c3cccnc3)[nH]c2c1,1.1,-4%,9%,-3.2%,-2.6%,-1%,i,0.5,14%,23%
CCn1cc(C(=O)O)c(=O)c2cc(F)c(N3CCN(C(=S)NC(=O)c4ccccc4F)CC3)cc21,.,4%,8%,.,.,3%,i,0.7,.,.
CC(=O)c1ccc(NC(=O)CC2Nc3cccc4cccc(c34)NC2=O)cc1 (stereo not drawn),1.1,9%,-1%,-4.3%,-0.4%,-3%,i,0.0,22%,8%
Cc1cc(C(=O)CN2C(=O)NC3(CCCCC3C)C2=O)c(C)n1Cc1cccs1 (stereo not drawn),1.1,5%,5%,1.6%,9.3%,3%,i,1.1,6%,9%
Cn1cccc1C(=O)C(=O)Nc1ccc(F)c(F)c1,1.1,8%,-4%,-2.8%,.,5%,i,0.2,-8%,-6%
CCN(CC)CCNC(=O)C(=O)NCC1OCCN1C(=O)c1ccc2c(c1)OCO2 (stereo not drawn),1,-4%,1%,-5.5%,0.4%,-1%,.,.,-12%,-15%
CCC1(C)Cc2ccccc2-c2nc(NCCO)n(-c3ccc(C)cc3)c(=O)c21 (stereo not drawn),1,-10%,-38%,-6.2%,-1.1%,19%,i,0.7,10%,5%
O=C(Nc1ccc2c(c1)Cc1ccccc1-2)c1ccncc1,1,-1%,-3%,-15%,-1.3%,11%,i,0.1,-4%,2%
CCCCC[C@H](O)/C=C/[C@@H]1[C@@H](CCCCCCC(=O)O)[C@@H](O)C[C@H]1O,1.1,0%,17%,-4.1%,-1.5%,-4%,i,2.9,-12%,-12%
CN1CCN(CCC(=O)Nc2ccc(OCc3ccccc3)cc2)CC1,1.1,-1%,4%,-3.4%,-2.4%,3%,i,0.4,-2%,8%
Fc1cc(Br)ccc1Nc1nc2ccccc2n2nnnc12,1.1,-2%,3%,1.7%,-1.5%,5%,i,1.1,-1%,6%
CCN(CC)c1ccc(C2C(C(=O)OCCOC)=C(C)NC3=C2C(=O)CC(C)(C)C3)cc1 (stereo not drawn),1.1,-1%,0%,-19%,0.6%,15%,i,0.6,22%,13%
CCC(=O)NC1CCN(C(=S)NC)CC1,1.1,-5%,-9%,-1.2%,-1.2%,1%,i,0.6,-5%,-8%
COc1cccc(C2C(C#N)=C(N)Oc3cc(C)oc(=O)c32)c1OC (stereo not drawn),1.1,-2%,5%,-6.0%,-1.7%,-5%,i,0.8,-10%,-5%
CCn1ccnc1CNCc1ccc(OCC(O)CN(C)Cc2ccccc2)cc1 (stereo not drawn),1,0%,-3%,-1.8%,-2.3%,-5%,i,0.2,0%,-6%
COC(=O)c1nn(-c2ccc3c(c2)OCO3)cc1O,1.1,-2%,0%,-5.7%,-0.1%,10%,i,2.4,3%,4%
CCOC(=O)c1c(NC(=O)c2nn(CC)cc2Br)c(C#N)nn1-c1ccccc1,1,4%,-8%,-3.3%,.,8%,i,7.1,23%,22%
COCCOC(=O)C1=C(C)N=C2SCCC(=O)N2C1c1ccc(OC(=O)c2ccco2)cc1 (stereo not drawn),1.1,-2%,-1%,-4.9%,-1.3%,3%,i,0.4,-1%,-2%
COc1ccc(-c2cnc(N)nc2-c2ccc(OC)cc2O)cc1,1.1,-6%,5%,-4.1%,0.8%,9%,i,1.1,7%,12%

# A second format for some results above.
Molecule | TNAP activation fold | LYP inhibition | P. falciparum M17LAP | XIAP displacement | CSM14.1 death rescue | P. falciparum M1AAP | Myeloid diff 2 | Myeloid diff 2 GFP+ MAC1+ % | PMI inhibitors | human PMI inhibitors
O=C(c1ccc2c(c1)OCO2)N1CCOCC1 | 1.1 | -7% | 9% | -3.6% | 1.3% | -2% | i | 4.7 | -1% | -6%
CC(=O)Nc1ccc2nc(-c3cccnc3)[nH]c2c1 | 1.1 | -4% | 9% | -3.2% | -2.6% | -1% | i | 0.5 | 14% | 23%
CCn1cc(C(=O)O)c(=O)c2cc(F)c(N3CCN(C(=S)NC(=O)c4ccccc4F)CC3)cc21 | . | 4% | 8% | . | . | 3% | i | 0.7 | . | .
CC(=O)c1ccc(NC(=O)CC2Nc3cccc4cccc(c34)NC2=O)cc1 (stereo not drawn) | 1.1 | 9% | -1% | -4.3% | -0.4% | -3% | i | 0.0 | 22% | 8%
Cc1cc(C(=O)CN2C(=O)NC3(CCCCC3C)C2=O)c(C)n1Cc1cccs1 (stereo not drawn) | 1.1 | 5% | 5% | 1.6% | 9.3% | 3% | i | 1.1 | 6% | 9%
Cn1cccc1C(=O)C(=O)Nc1ccc(F)c(F)c1 | 1.1 | 8% | -4% | -2.8% | . | 5% | i | 0.2 | -8% | -6%
CCN(CC)CCNC(=O)C(=O)NCC1OCCN1C(=O)c1ccc2c(c1)OCO2 (stereo not drawn) | 1 | -4% | 1% | -5.5% | 0.4% | -1% | . | . | -12% | -15%
CCC1(C)Cc2ccccc2-c2nc(NCCO)n(-c3ccc(C)cc3)c(=O)c21 (stereo not drawn) | 1 | -10% | -38% | -6.2% | -1.1% | 19% | i | 0.7 | 10% | 5%
O=C(Nc1ccc2c(c1)Cc1ccccc1-2)c1ccncc1 | 1 | -1% | -3% | -15% | -1.3% | 11% | i | 0.1 | -4% | 2%
CCCCC[C@H](O)/C=C/[C@@H]1[C@@H](CCCCCCC(=O)O)[C@@H](O)C[C@H]1O | 1.1 | 0% | 17% | -4.1% | -1.5% | -4% | i | 2.9 | -12% | -12%
CN1CCN(CCC(=O)Nc2ccc(OCc3ccccc3)cc2)CC1 | 1.1 | -1% | 4% | -3.4% | -2.4% | 3% | i | 0.4 | -2% | 8%
Fc1cc(Br)ccc1Nc1nc2ccccc2n2nnnc12 | 1.1 | -2% | 3% | 1.7% | -1.5% | 5% | i | 1.1 | -1% | 6%
CCN(CC)c1ccc(C2C(C(=O)OCCOC)=C(C)NC3=C2C(=O)CC(C)(C)C3)cc1 (stereo not drawn) | 1.1 | -1% | 0% | -19% | 0.6% | 15% | i | 0.6 | 22% | 13%
